Efflux pump mplx = antifungal efflux pump inhibition, Nile Red retention; actives 0.44% (n = 330,000); S. cerevisiae Candida pump triplex; inhibition, % at 10 µM;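 active = plate passing quality check with inhibition over a set limit, or well fluorescence over plate mean plus 4 SD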;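 also: Nile Red retained in pooled yeast measured as flow cytometry median fluorescence; 0% = buffer negative control and 100% = Enniatin B positive control; higher means more Nile Red kept so more efflux inhibition; some compounds called inactive have numbers as strong as hits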
CR mimetic SO = lowers age-related superoxide in aged yeast cells; S. cerevisiae aged cells, superoxide DHE fluorescence; active compounds read low; superoxide response (% of plate mean), % at 10 µM; actives 0.18% (n = 330,000); AID 2690;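 active = superoxide response under a set limit, about three screen SD below normal, cut at about 65% in these data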;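 also: yeast aged for seven days with compound at 30 °C before DHE staining; 100% = average MFI of all compound-treated wells on the plate with controls excluded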
Fam108B counter = counter-screen for RBBP9 inhibitors: inhibitors of mouse Fam108B; inhibition, % at 9.51 µM; actives 0.33% (n = 300,000); AID 1947; recombinant Fam108B, FP-Rh probe fluorescence polarization;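 active = inhibition above the screen mean inhibition plus 3 SD, computed separately per campaign, cut at about 18% in these data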;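 also: inhibitors lower polarization as less probe binds the enzyme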
MEX-5 binding = C. elegans MEX-5 TCR-2 RNA binding activity; activity score (negative = inhibition of binding), % at 10 µM; AID 1832; actives 0.38% (n = 300,000); MEX-5/FITC-TCR2 RNA binding, fluorescence polarization; active compounds read low;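 active = inhibition past about -25% in most replicates, and total fluorescence under double the plate's negative control median, limit read from the data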;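 also: 0% = DMSO and -100% = 5 µM competing unlabeled TCR2 RNA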
EBNA-1 inh = blocks EBNA-1 binding to DNA; inhibition, % at 14.8 µM; actives 0.34% (n = 300,000); EBNA-1 DNA binding, fluorescence polarization; in the data active = inhibition above about 28%
GLD-1 RNA inh = GLD-1-TGE RNA interaction inhibition (C. elegans); AID 2280; actives 0.44% (n = 320,000); purified GLD-1 + fluorescein TGE RNA, fluorescence polarization; inhibition, % at 5.96 µM; Q17339;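 active = percent inhibition above a per-plate cutoff, the plate mean of test compounds plus 3 SD, cut at about 30% in these data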;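 also: 0% = DMSO wells with GLD-1 and probe and 100% = wells lacking GLD-1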
Target sequence (Q17339 whole entry, looked up): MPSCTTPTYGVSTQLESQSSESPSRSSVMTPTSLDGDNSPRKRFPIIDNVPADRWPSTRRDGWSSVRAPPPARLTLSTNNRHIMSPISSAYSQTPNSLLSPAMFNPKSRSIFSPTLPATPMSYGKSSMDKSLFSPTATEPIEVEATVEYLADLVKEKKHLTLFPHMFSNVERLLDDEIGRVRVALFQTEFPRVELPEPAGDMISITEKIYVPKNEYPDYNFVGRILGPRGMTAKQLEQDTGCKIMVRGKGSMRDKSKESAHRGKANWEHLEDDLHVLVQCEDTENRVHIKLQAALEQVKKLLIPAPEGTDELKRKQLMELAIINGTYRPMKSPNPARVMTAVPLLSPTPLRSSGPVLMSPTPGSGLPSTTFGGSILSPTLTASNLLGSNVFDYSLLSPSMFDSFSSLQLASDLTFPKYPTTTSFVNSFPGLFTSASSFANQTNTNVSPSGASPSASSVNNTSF
ZTA DNA inh = counter-screen for EBNA-1 inhibitors: inhibitors of Epstein-Barr virus ZTA | P03206 | ZTA-DNA binding, fluorescence polarization | inhibition, % at 11 µM | actives 0.15% (n = 320,000) | AID 2234; in the data active = inhibition above about 33%
Target sequence (P03206 whole entry, looked up): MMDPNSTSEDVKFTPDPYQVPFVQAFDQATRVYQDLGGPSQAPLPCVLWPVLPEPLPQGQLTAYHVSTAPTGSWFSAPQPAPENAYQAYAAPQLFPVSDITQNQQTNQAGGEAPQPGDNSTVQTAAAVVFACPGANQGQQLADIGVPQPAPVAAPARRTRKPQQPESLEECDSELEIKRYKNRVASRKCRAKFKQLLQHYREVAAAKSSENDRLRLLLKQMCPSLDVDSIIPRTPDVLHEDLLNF
BCLXL inh = Bcl-xL (human) inhibition. inhibition, % at 10.9 µM. GST-Bcl-xL / FITC-Bim BH3 peptide fluorescence polarization. Q07817. AID 2129. actives 0.7% (n = 320,000);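 active = inhibition above the mean of all tested compounds plus 3 SD, cutoff set per campaign, cut at about 30% in these data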;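 also: 0% = DMSO wells and 100% = unlabeled Bim-BH3 peptide competitor; inhibitors lower millipolarization by displacing the labeled peptide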
MCL1-BIM inh = disrupts human MCL1 binding to BIM-BH3 peptide; Q07820; GST-MCL1 / FITC-Bim-BH3 fluorescence polarization; inhibition, % at 10.9 µM; actives 0.68% (n = 320,000); AID 2057;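 active = inhibition above the mean inhibition of all tested compounds plus 3 SD, set per campaign, cut at about 40% in these data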;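 also: 0% = DMSO wells and 100% = unlabeled Bim-BH3 peptide control; higher means more loss of mP so more displacement of Bim peptide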
Target sequence (Q07820 whole entry, looked up): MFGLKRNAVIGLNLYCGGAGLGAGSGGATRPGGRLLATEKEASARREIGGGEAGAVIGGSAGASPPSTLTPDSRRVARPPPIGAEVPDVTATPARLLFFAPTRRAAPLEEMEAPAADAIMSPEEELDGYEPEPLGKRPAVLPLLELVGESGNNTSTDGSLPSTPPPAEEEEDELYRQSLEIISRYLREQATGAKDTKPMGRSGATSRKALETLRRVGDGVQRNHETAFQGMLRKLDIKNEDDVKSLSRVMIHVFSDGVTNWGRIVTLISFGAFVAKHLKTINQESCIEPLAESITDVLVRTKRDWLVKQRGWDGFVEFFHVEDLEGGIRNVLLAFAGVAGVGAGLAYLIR
* marks the source's active call; other numbers are inactive results; · = not tested or not shown.

SMILES	Efflux pump mplx	CR mimetic SO	Fam108B counter	MEX-5 binding	EBNA-1 inh	GLD-1 RNA inh	ZTA DNA inh	BCLXL inh	MCL1-BIM inh
CN(CC(=O)Nc1ccccc1Br)CC(=O)Nc1ccccc1C(F)(F)F	-0.1	108	0	-1.3	9	9	3	2	0
CCc1nc(N)c(C#N)c(-c2ccccc2OC)c1C	0.1	104	3	2.3	-8	0	4	3	8
CCOc1ccccc1NC(=O)Cc1coc2cc(C)ccc12	0.0	95	-3	-1.1	8	6	7	8	-1
CCOc1ncccc1C(=O)Nc1nc(SC)ns1	-0.1	96	0	-2.0	7	5	-15	2	-6
CCn1c(SCC(=O)c2ccccc2)nnc1-c1cccs1	0.0	97	2	1.6	10	0	21	-1	0
Cn1c(SCc2ccccc2)nnc1-c1ccncc1	0.2	97	1	-0.7	-1	2	6	0	7
COc1cc(C2NC(=S)NC(C)=C2C(=O)Nc2cc(C)cc(C)c2)ccc1O (centres undefined)	0.2	96	4	1.4	-13	-4	2	-1	2
COc1ccc(-c2nc(S(=O)(=O)c3ccc(C)cc3)c(N3CCCC3)o2)cc1	0.2	102	6	0.8	-14	-4	-15	6	4
Cc1ccc(N2CC(C(=O)Oc3cccc(N4C(=O)CCC4=O)c3)CC2=O)cc1 (centres undefined)	0.0	101	-2	1.4	6	9	-17	2	0
Cc1ccc(N=c2oc3cc(O)ccc3cc2C(N)=O)cc1	-0.4	104	8	-4.3	13	-11	7	2	-3
O=C(Nc1ccc(S(=O)(=O)Nc2ccc(Cl)cc2)cc1)C1CCCO1 (centres undefined)	0.0	107	0	3.4	-10	0	-14	1	1
COc1ccc(CCNC(=O)CN(c2cc(C)cc(C)c2)S(=O)(=O)c2c(C)noc2C)cc1OC	-0.1	97	2	-3.2	5	2	3	3	3
CCOC(=O)c1ccccc1NC(=O)CSc1nnc(C)c(=O)[nH]1	-0.1	95	-2	1.7	-2	5	9	0	6
O=C(CCNS(=O)(=O)c1cccc2nsnc12)Nc1ccc2c(c1)OCCO2	0.1	103	-2	-0.8	0	-2	20	6	3
Nc1nc(Nc2ccc(Cl)cc2)c(NC=O)c(=O)[nH]1	0.1	122	3	-0.7	4	2	-3	3	-1
CSc1nc(C)cc(OCCNS(=O)(=O)c2cc(C)ccc2C)n1	0.0	111	1	0.6	-8	11	-32	6	0
COc1ccc(CCC(=O)Nc2nnc(C(C)(C)C)s2)cc1	0.0	104	-5	1.8	2	8	-3	6	0
O=C(CCC1CCCN(C(=O)c2ccc3c(c2)OCCO3)C1)NCc1ccccc1F (centres undefined)	0.2	99	3	-0.5	-6	-4	-8	4	7
Cc1c(Cl)c([N+](=O)[O-])nn1Cc1ccc(C(=O)N/N=C\c2cccc(Br)c2)o1	0.2	118	10	1.2	-10	-10	-2	4	-10
C=C(C)C(=O)Nc1cccc(C2=NOC3(C2)C[C@H](C(N)=O)N(C(=O)CC)C3)c1 (some centres undefined)	-0.2	105	-3	2.0	12	-2	21	4	-15
Cn1c(=O)[nH]c(=O)c2c1nc(NCc1ccccc1)n2CC(O)c1ccccc1 (centres undefined)	-0.1	92	2	-2.8	-5	-5	-9	0	6
Nc1cc(=O)[nH]c(SCC(=O)c2ccc(O)cc2O)n1	-0.1	93	4	-0.5	7	-3	-10	6	8
CCc1ccccc1NC(=O)N1CCC(NC(=O)C(Cc2ccccc2)NC(C)=O)CC1 (centres undefined)	0.1	98	4	-7.3	-8	2	-5	0	0
CC(=O)Nc1sc(C)c(C)c1C(=O)OCC(=O)NCc1ccc(F)cc1	0.1	122	·	·	·	-3	9	1	2
Cc1cccc(N2CCN(C(=O)CN3C(=O)NC(C)(C)C3=O)CC2)c1C	0.0	108	-2	1.1	1	-2	-5	-9	-6
CCCn1c(NC(=O)C2CCN(C(=O)c3ccccc3C)CC2)nc2ccccc21	0.1	112	-1	-0.1	-13	7	-6	1	1
Cc1n[nH]c(C)c1CCCOc1ccccc1	0.1	111	0	-0.7	-4	15	-3	2	3
O=C(CNC(=O)c1ccccc1)OCC(=O)N1c2ccccc2Sc2ccccc21	-0.2	98	-2	4.0	11	-6	-5	0	-7
COc1ccccc1NC(=O)Nc1ccccc1C(=O)NCCCN1CCOCC1	-0.1	110	1	1.1	-3	-10	-3	1	4
COc1ccc(C2(CNC(=O)c3cccc([N+](=O)[O-])c3)CCOCC2)cc1OC	-0.2	89	7	0.0	-12	0	18	0	5
Cc1ccc(-c2nnn(CC(=O)N(Cc3cccs3)C(C(=O)NC3CCCC3)c3ccncc3)n2)cc1 (centres undefined)	0.2	124	2	-1.2	-22	14	-22	3	7
Fc1ccc(NC(=S)N/N=C/c2ccc(F)c(F)c2)cc1	0.0	98	0	-0.5	-7	3	-14	-1	10
CCOc1ccc(OCC)c(NC(=O)CSc2nnc(-c3cccnc3)o2)c1	0.4	92	2	-1.5	-3	-2	2	-4	0
Cc1cccc(NC(=O)c2sc(Cl)nc2-c2ccccc2)c1	0.1	90	-1	0.5	-15	-1	5	1	-1
O=C(CCN1C(=O)/C(=C\c2ccccc2)SC1=S)N1CCOCC1	0.1	111	6	-1.4	7	7	4	8	8
Cc1ccc(C(=O)N2CC3(C)CN(C(=O)c4ccc(C)cc4)CC(C)(C2)C3=O)cc1	0.1	105	1	-0.8	-4	4	7	2	7
COc1cccc(CN2CCC(n3nccc3NC(=O)CCOc3ccccc3)CC2)c1O	0.6	106	3	-4.5	-13	3	-10	-1	-6
Cc1ccc(CN(C(=O)Cc2cccs2)C(C(=O)NC2CCCC2)c2ccncc2)cc1 (centres undefined)	-0.2	85	5	-1.0	0	-3	-1	5	8
O=NC1=C(c2c(O)[nH]c3ccccc23)CCCC1	-0.2	96	3	0.9	13	3	3	7	7
CCc1ccc(OCC(=O)OCC(=O)c2ccc3c(c2)NC(=O)CO3)cc1	0.1	101	0	1.7	-3	7	0	-4	-2
O=C(NCC1CCCO1)c1cc([N+](=O)[O-])ccc1N1CCC(Cc2ccccc2)CC1 (centres undefined)	-0.1	105	·	·	·	-1	-9	5	3
Cc1ccc(NC(=O)Cn2c(=O)c3cccn3c3ccccc32)c(Cl)c1	0.0	103	-16	-5.0	-3	-2	-1	-4	-6
Cc1cc(/C=C(/C#N)c2cccc(Cl)c2)c(C)n1C	0.1	93	5	3.7	-10	10	-14	0	3
COc1cccc(C2CC(c3cccs3)=NN2C(=O)CSC2=NCCS2)c1OC (centres undefined)	0.0	102	0	-2.0	1	-1	-8	1	-1
O=C(Nc1ccc(OC(F)F)cc1)c1ccccn1	0.4	90	1	1.2	-5	2	1	9	2
O=C(c1ccccc1NS(=O)(=O)c1ccc(F)cc1)N1CCc2ccccc21	0.2	99	2	-1.2	6	2	2	4	9
COc1ccc(C(=O)C2CCN(CC(=O)Nc3ccc(C)cc3)CC2)cc1	-0.4	98	2	-2.4	-8	3	-7	9	7
CC(NC(=O)COC(=O)COc1ccc(C(=O)c2ccccc2)cc1)c1ccccc1 (centres undefined)	-0.1	98	·	·	·	-1	-12	1	4
CN(C(=O)c1cccs1)c1ccc(OCC(=O)Nc2ccc(C(=O)O)cc2)cc1	-0.2	98	2	1.3	-8	3	7	3	5
CC(=O)N1CCN(c2ccccc2NC(=O)c2cccs2)CC1	0.2	95	-4	-1.5	-2	2	11	7	2
CCC(C)(C)n1nnnc1CN1CCN(c2ccc(OC)cc2)CC1	-0.1	139	-1	-0.6	0	1	8	4	0
CC(C)c1nc(NCCN2CCOCC2)c(C#N)c2c1COC(C)(C)C2	0.1	106	-1	0.1	7	-3	2	6	2
Cc1cccnc1NC(=S)NC(=O)/C=C/c1ccco1	0.1	103	2	-1.2	-6	-1	-5	9	11
CC(C)(O)c1[nH]c2cc(C(F)(F)F)ccc2c1C(C)(C)O	-0.1	107	2	0.5	8	-4	12	3	-2
CC(Sc1cccc2cccc(C(=O)O)c12)C(=O)O (centres undefined)	0.0	90	-2	0.0	-5	2	12	3	5
Cc1cc(C(=O)CCC(=O)N2CCN(c3ccccc3)CC2)c(C)s1	-0.1	105	0	0.6	-5	-2	-12	5	0
COc1ccccc1CNC(=O)COC(=O)c1cccc(-n2cnnn2)c1	0.1	115	·	·	·	5	-26	-5	2
Cc1ccc(S(=O)(=O)N2CCCCC2C(=O)N2CCN(C)CC2)cc1 (centres undefined)	-0.1	95	-2	-0.3	-5	-4	-7	6	6
CCN(CC)S(=O)(=O)c1ccc2c(c1)c(=O)c(C(=O)N1CCN(c3ccccn3)CC1)cn2C	0.1	107	-2	1.8	-1	-7	1	3	4
O=C(O)CSc1nc2ccccc2n1C1CCCCC1	0.1	101	-5	-1.3	-3	0	9	3	5

The results go on:
SMILES	Efflux pump mplx	CR mimetic SO	Fam108B counter	MEX-5 binding	EBNA-1 inh	GLD-1 RNA inh	ZTA DNA inh	BCLXL inh	MCL1-BIM inh
CCOC(=O)c1ccc(N2CCCCC2)c(NS(=O)(=O)c2cccc(C(F)(F)F)c2)c1	0.0	106	-3	-0.8	-2	4	17	2	6
CCN(c1cccc(C)c1)S(=O)(=O)c1ccc2c(c1)CCN2C(C)=O	-0.1	98	-3	-1.3	6	7	-2	4	3
Cc1cc(C(=O)N/N=C/c2ccc(O)c([N+](=O)[O-])c2)c(C)n1-c1ccc(F)cc1	-8.3	105	13	-12	13	1	-19	10	14
COc1cc(C)c(CNC2CCCCC2)cc1C	0.0	100	-3	-0.7	11	4	-1	3	0
O=C(c1cnc2ccccn2c1=O)N1CCc2ccccc21	0.1	101	-3	-0.4	11	-6	4	-1	-3
CCOC(=O)c1csc(CCNC(=O)c2oc3c(Cl)cc(C)cc3c2C)n1	-0.1	99	2	-2.3	3	3	-3	2	-3
Cc1ccc(S(=O)(=O)Nc2ccc(-n3cnnn3)cc2)c(C)c1	0.0	112	·	·	·	5	0	-1	-2
Fc1cccc(CNc2ncnc3ccc(-c4ccc5c(c4)OCO5)cc23)c1	0.0	97	·	·	·	4	-10	2	-1
CCn1c(Sc2ccc(N)cc2Cl)nc2ccccc21	0.0	80	-1	-1.1	7	3	9	1	1
COc1ccc(-c2cc(-c3ccccc3)c(C#N)c(S(C)(=O)=O)n2)cc1	-0.1	102	-18	0.8	3	2	9	0	-5
O=C(NC1CCCC1)C(c1ccsc1)N(C(=O)Cc1cccs1)c1ccccc1 (centres undefined)	0.1	112	2	0.6	-1	-1	7	5	4
CCCCNC(=O)C(NS(=O)(=O)c1cccc2nsnc12)c1ccccc1 (centres undefined)	0.0	98	0	-2.2	-1	4	13	1	2
COc1ccccc1OCC(=O)OCC(=O)NCCN1C(=O)CSC1=O	-0.1	106	0	0.9	14	0	0	3	3
COCCn1c(SCC(=O)Nc2cccc(C)c2)nnc1C(C)C	0.0	91	1	2.2	-2	7	1	1	1
COc1ccc(C(=O)CSc2nnc(CNc3ccc(F)cc3)o2)cc1	-0.1	113	0	-4.0	-2	-3	-22	-1	-4
CCC(=O)N(Cc1ccco1)c1nc(-c2ccccc2)cs1	-0.1	84	-3	-0.1	10	8	2	4	6
O=C(O)COc1ccccc1/C=C1\SC(=S)N(c2cccnc2)C1=O	0.1	105	-1	-2.1	2	13	-5	2	8

Screening results: PubChem BioAssay, several laboratories
